T cell modulator: T cell immune modulators affecting CD8 T cell-vesicle binding; 2C CD8+ T cell-vesicle binding, flow cytometry; active compounds read low; calls only at 7 µM; actives 0.068% (n = 330,000);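 active = response, share of CD8 T cells binding vesicles, and their 90th percentile fluorescence all below set limits, cut at about 80% in these data, passing the limit was not always enough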
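System: murine 2C transgenic CD8+ T lymphocytes; also added: QL9-loaded Drosophila micro-vesicles; times: binding 1.5 h at 37 °C; measured by: flow cytometry, PE anti-B7-1 (FL2) versus Alexa647 anti-CD8 (FL8), PFA-fixed; control set: Peptide-free naked vesicles (low) and QL9 vesicles with 0.7% DMSO vehicle (high)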
NTR1 agonist: NTR1-driven beta-arrestin-GFP spot formation – imaging, U2OS cells, high content, primary screen (AID 493036); P30989; agonist mode; activation, % at 20 µM; actives 0.17% (n = 330,000);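 active = activation at or above 40% of the spot to cytoplasm intensity ratio, with at least 20 cells analyzed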;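 also: 0% = DMSO without peptide and 100% = 100 nM NTR1 peptide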
Target sequence (P30989 whole entry, looked up): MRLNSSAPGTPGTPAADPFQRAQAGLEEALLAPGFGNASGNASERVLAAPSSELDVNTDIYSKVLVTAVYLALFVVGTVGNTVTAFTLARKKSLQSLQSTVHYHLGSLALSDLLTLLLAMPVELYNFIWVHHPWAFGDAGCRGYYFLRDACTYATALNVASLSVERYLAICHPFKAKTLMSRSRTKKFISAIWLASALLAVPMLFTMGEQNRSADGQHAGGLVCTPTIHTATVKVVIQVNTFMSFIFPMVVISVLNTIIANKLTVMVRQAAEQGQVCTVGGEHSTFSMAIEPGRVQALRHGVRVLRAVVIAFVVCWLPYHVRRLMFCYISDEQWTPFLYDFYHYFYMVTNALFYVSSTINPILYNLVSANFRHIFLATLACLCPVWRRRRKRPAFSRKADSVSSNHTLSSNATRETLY
West Nile virus CPE: West Nile virus antiviral activity, cell-based, CPE readout (AID 1621). West Nile virus-infected cells, CPE inhibition; higher % means a stronger effect. CPE inhibition, % at 10 µM; hits with a dose series show IC50 in µM. actives 0.02% (n = 290,000); in the data active = a potency from the dose series; also: strong numbers were not always called active
PhoP inhibition: PhoP-dependent GFP reporter repression – Salmonella Typhimurium, primary screen (AID 1863); S. Typhimurium PhoP-regulated promoter GFP reporter, 4 h; higher % means a stronger effect; inhibition, % at 50 µM, or IC50 in µM where a hit was titrated; actives 0.16% (n = 300,000);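 active = inhibition over 29.93%, a cutoff 3 SD above the screen mean, later confirmed by dose response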;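 also: 0% = low Mg2+ inducing control and 100% = high Mg2+ repressing control; strong numbers were not always called active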
T cell modulator vesicle-bound %: recorded beside T cell modulator, whose call it bears; double positive events, %; measured here: CD8+ vesicle-bound cell fraction;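 binding gate set so that unloaded-vesicle control wells show 10% double positive cells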
NTR1 agonist cell count 20 µM: second read-out of NTR1 agonist, no call of its own (marks repeat the call); cell count; measured here: cell count, cytotoxicity flag
* hit, by the source's call; i = inactive; . = no result given.

Start of the data: the first 2 compounds, to show the layout:
cpd	mol	T cell modulator	T cell modulator vesicle-bound %	NTR1 agonist	NTR1 agonist cell count 20 µM	West Nile virus CPE	PhoP inhibition
1	CC1(C)CN=C(NCc2ccccc2)S1	i	59.2	.	.	-0.2%	3.7%
2	N#Cc1ccccc1OCC(=O)N1CCN(CC(=O)Nc2ccc(F)cc2)CC1	.	.	0.4	61	.	.

The whole of this part, previewed entries included:
cpd	mol	T cell modulator	T cell modulator vesicle-bound %	NTR1 agonist	NTR1 agonist cell count 20 µM	West Nile virus CPE	PhoP inhibition
1	CC1(C)CN=C(NCc2ccccc2)S1	i	59.2	.	.	-0.2%	3.7%
2	N#Cc1ccccc1OCC(=O)N1CCN(CC(=O)Nc2ccc(F)cc2)CC1	.	.	0.4	61	.	.
3	CCN(C(=O)COC(=O)C(O)(c1ccccc1)c1ccccc1)c1c(N)n(Cc2ccccc2)c(=O)[nH]c1=O	.	.	1.1	92	.	.
4	COc1cc(C(O)CNC(C)C)cc(F)c1OC (stereo not given)	.	.	-1.4	56	0.2%	.
5	COC(=O)C1=C(c2cccc(OC)c2OC)C[C@@H]2CC[C@H]1N2C(=O)NCCNC(C)=O	.	.	-1.5	42	0.4%	.
6	COC(=O)C1=C(c2cccc(OCc3ccccc3)c2)C[C@@H]2CC[C@H]1N2C(=O)NCc1ccc2[nH]ccc2c1	i	59.2	2.2	71	.	.
7	COC(=O)C1=C(c2c(C)noc2C)C[C@@H]2CC[C@H]1N2C(=O)NCc1ccc(C(F)(F)F)cc1	i	20.4	-1.8	54	.	.
8	COC(=O)C1C(O)CC2CCC1N2C (stereo not given)	i	3.6	-1.3	53	.	.
9	C[C@]12CC[C@@H](O)CC1=CCC1C2CC[C@]2(C)C(=O)[C@H](F)CC12 (stereo not given in full)	i	37.2	3.7	57	.	.
10	COC(=O)C1=C(c2ccc3ccccc3c2)C[C@@H]2CC[C@H]1N2C(=O)NC1CCCCC1	i	48.8	-0.2	47	.	.
11	C[C@]12CCC3C(C(=O)C[C@H]4C[C@@H](O)CC[C@]34C)C1CCC2=O (stereo not given in full)	i	37.3	0.9	67	.	.
12	COc1cc(C2c3cc4c(cc3CC3COC(=O)C32)OCO4)cc(OC)c1OC (stereo not given)	i	10.9	-0.2	58	.	.
13	NC(=O)c1ccsc1NC(=O)COC(=O)Cc1ccccc1	i	29.1	-0.8	89	.	.
14	CC(=O)O[C@@H]1CC[C@]2(C)C3CC[C@]4(C)C(=O)[C@H](O)CC4C3[C@@H](OC(C)=O)C[C@H]2C1 (stereo not given in full)	i	34.4	0.3	58	.	.
15	CC(=O)O[C@H]1[C@H]2O[C@]23[C@@H]2CC[C@]4(O)C[C@@H](O)CC[C@]4(C)C2CC[C@]3(C)[C@H]1c1ccc(=O)oc1 (stereo not given in full)	i	36.4	-0.4	67	.	.
16	C=CCN1CC[C@]23c4c5ccc(O)c4OC2[C@H](O)CC[C@@]3(O)[C@H]1C5 (stereo not given in full)	i	7.9	0.4	49	.	.
17	COC(=O)C1=C(c2ccc(F)cc2F)C[C@@H]2CC[C@H]1N2C(=O)NCCNC(C)=O	i	33.7	-1.1	43	.	.
18	CCN(CC(=O)Nc1ccc(NC(C)=O)cc1)C(=O)CSC(c1ccccc1)c1ccccc1	i	41.6	-0.6	53	.	.
19	COC(=O)C1=C(c2ccc(F)cc2OCc2ccccc2)C[C@@H]2CC[C@H]1N2C(=O)NCCOc1ccccc1Cl	i	36.4	1.0	49	.	.
20	C=CCC1([C@@H](C)CCC)C(=O)NC(=O)NC1=O	i	4.3	-2.8	49	.	.
21	c1cc2c(cc1[C@H]1OC[C@H]3[C@@H]1CO[C@H]3c1ccc3c(c1)OCO3)OCO2	i	1.4	-0.9	60	.	.
22	COC(=O)C1=C(c2ccccc2OCc2ccccc2)C[C@@H]2CC[C@H]1N2C(=O)NCCCOC(C)C	i	11.5	0.8	71	.	.
23	CCN(CC)c1ccc(/C=C2\C(=O)NC(=S)N(c3ccc(OC)cc3OC)C2=O)o1	i	7.3	-0.4	64	.	.
24	COC(=O)C1=C(c2ccccc2OCc2ccccc2)C[C@@H]2CC[C@H]1N2C(=O)NCCc1ccc(F)cc1	i	17.6	1.6	50	.	.
25	COC(=O)C1=C(c2c(C)noc2C)C[C@@H]2CC[C@H]1N2C(=O)NCCOc1ccccc1	i	52.5	1.1	31	.	.
26	COC(=O)C1=C(c2ccc(F)cc2F)C[C@@H]2CC[C@H]1N2C(=O)N1CCCC1	i	57.9	-1.6	65	.	.
27	COC(=O)C1=C(c2ccccc2OCc2ccccc2)C[C@@H]2CC[C@H]1N2C(=O)NCc1ccc(C(F)(F)F)cc1	i	53.8	0.9	69	.	.
28	N#C/C=C/C#N	i	28.6	-2.6	51	.	.
29	Oc1c(Br)c(Br)c(Br)c(Br)c1Br	i	33.1	5.8	41	.	.
30	COC(=O)C1=C(c2ccc(OC(F)(F)F)cc2)C[C@@H]2CC[C@H]1N2C(=O)N1CCCCC1	i	27.6	-1.3	58	.	.
31	Oc1ccc(Cl)c(Cl)c1Cl	i	27.9	-1.4	66	.	.
32	COC(=O)C1=C(c2cccc(C#N)c2)C[C@@H]2CC[C@H]1N2C(=O)NCc1cccc2ccccc12	i	22.9	1.8	71	.	.
33	COC(=O)C1=C(c2ccc(-c3ccccc3)c(F)c2)C[C@@H]2CC[C@H]1N2C(=O)NCc1cccc2ccccc12	i	39.6	4.5	60	.	.
34	C[C@]12CC[C@H](O)CC1=CCC1C2CC[C@@]2(C)C1CC[C@@H]2OCc1ccccc1 (stereo not given in full)	i	55.7	0.4	59	.	.
35	N#C/C(N)=C(/N)C#N	i	38.3	3.5	75	.	.
36	C[C@]12CCC3C(CC[C@H]4C[C@@H](O)CC[C@]34C)C1C[C@@H](O)C2=O (stereo not given in full)	i	43.9	-1.9	53	.	.
37	CC(C)(C)C(=O)O[C@H]1CC[C@@]2(C)C(=CC(=O)C3C2CC[C@]2(C)C(=O)[C@H](O)CC32)C1 (stereo not given in full)	i	13.2	-1.3	73	.	.
38	COC(=O)C1=C(c2ccc(F)cc2F)C[C@@H]2CC[C@H]1N2C(=O)N1CCC(O)CC1	i	33.9	-1.1	60	.	.
39	Cc1cc(=O)oc2cc(OCC(=O)N3CCN(Cc4ccccc4)CC3)ccc12	i	55.8	-0.1	59	.	.
40	C[C@]12CC[C@H](O)CC1=CC(=O)C1C2CC[C@]2(C)C(=O)CCC12 (stereo not given in full)	i	35.9	-1.6	48	.	.
41	COC(=O)C1=C(c2cccc(OCc3ccccc3)c2)C[C@@H]2CC[C@H]1N2C(=O)NC1CCN(Cc2ccccc2)CC1	i	12.4	10.6	49	.	.
42	C[C@]12CCC3C(CC[C@@H]4C[C@H](O)CC[C@]34C)C1CCC2=O (stereo not given in full)	i	37.9	0.3	60	.	.
43	ClC(Cl)(Cl)c1ccccc1	i	29.8	-0.7	48	.	.
44	CC1C(c2cccs2)=[N+]([O-])C(C)(C(=O)c2ccc(Cl)cc2)N1O (stereo not given)	i	22.9	-0.7	81	.	.
45	Cn1cc(C(=O)OCC(=O)NC2CCCCC2)c2ccccc21	i	16.9	0.0	54	.	.
46	COC(=O)C1=C(c2c(C)noc2C)C[C@@H]2CC[C@H]1N2C(=O)NCc1ccc2c(c1)OCO2	i	38.0	-0.9	54	.	.
47	COc1ccc2[nH]c(C)c(CCNCc3cc(OC)c4c(c3)OCO4)c2c1	i	66.8	1.9	46	.	.
48	Cc1ccc(-c2cc(-c3ccc(C)cc3)[n+](-c3ccccc3)c(-c3ccc(C)cc3)c2)cc1	i	33.2	33.5	73	.	.

(49) C=C(C)C(Cc1c(OC)ccc(C(=O)/C=C/c2ccc(O)cc2)c1O)OO (stereo not given)
(50) C/C(=N/O)c1ccc2ccc3ccccc3c2c1
(51) O=Cc1cn(Cc2c(F)cccc2Cl)nc1-c1ccccc1
(52) CCC(c1ccc(C)cc1)N1C(=O)C2C3CCC(O3)C2C1=O (stereo not given)
(53) COC(=O)C1=C(c2cccc(C#N)c2)C[C@@H]2CC[C@H]1N2C(=O)NCc1cc(C)oc1C(F)(F)F
(54) Cc1ccc2c(c1)C(c1ccccc1)=NCC(=O)N2C
(55) CCOC(=O)c1ccc(-[n+]2c(-c3ccccc3)cc(-c3ccccc3)cc2-c2ccccc2)cc1
(56) CCN(CC)C(=O)c1ccc(NC(=O)c2c(C)noc2C)cc1
(57) COC(C)(C)CCCC(C)C/C=C/C(C)=C/C(=O)OC(C)C (stereo not given)
(58) Nc1ccccc1Cl

Screen / compound no.	49	50	51	52	53	54	55	56	57	58
T cell modulator	i	i	i	i	i	i	i	i	i	i
T cell modulator vesicle-bound %	13.7	33.3	51.4	21.4	23.2	37.1	26.6	63.6	22.5	31.3
NTR1 agonist	23.8	1.6	0.8	4.9	-1.6	0.6	28.3	-2.3	0.2	-2.1
NTR1 agonist cell count 20 µM	47	40	50	58	49	50	87	103	55	55
West Nile virus CPE	.	.	.	.	.	.	.	.	.	.
PhoP inhibition	.	.	.	.	.	.	.	.	.	.

6 compounds already listed, ordered by SMILES length, smallest number first:
(54) Cc1ccc2c(c1)C(c1ccccc1)=NCC(=O)N2C
(51) O=Cc1cn(Cc2c(F)cccc2Cl)nc1-c1ccccc1
(56) CCN(CC)C(=O)c1ccc(NC(=O)c2c(C)noc2C)cc1
(49) C=C(C)C(Cc1c(OC)ccc(C(=O)/C=C/c2ccc(O)cc2)c1O)OO (stereo not given)
(55) CCOC(=O)c1ccc(-[n+]2c(-c3ccccc3)cc(-c3ccccc3)cc2-c2ccccc2)cc1
(53) COC(=O)C1=C(c2cccc(C#N)c2)C[C@@H]2CC[C@H]1N2C(=O)NCc1cc(C)oc1C(F)(F)F

Screen / compound no.	54	51	56	49	55	53
T cell modulator	i	i	i	i	i	i
T cell modulator vesicle-bound %	37.1	51.4	63.6	13.7	26.6	23.2
NTR1 agonist	0.6	0.8	-2.3	23.8	28.3	-1.6
NTR1 agonist cell count 20 µM	50	50	103	47	87	49
West Nile virus CPE	.	.	.	.	.	.
PhoP inhibition	.	.	.	.	.	.

The list goes on:
(59) COC(=O)C1=C(c2ccc(F)cc2OCc2ccccc2)C[C@@H]2CC[C@H]1N2C(=O)NC1CCN(Cc2ccccc2)CC1
(60) COC(=O)C1=C(c2c(C)noc2C)C[C@@H]2CC[C@H]1N2C(=O)NCc1ccco1
(61) COc1ccccc1NC(=O)COC(=O)c1cc(C)n(C2CC2)c1C
(62) CN(C)CCSCc1nnc2n1-c1ccc(Cl)cc1C(c1ccccc1Cl)=NC2
(63) COC(=O)C1=C(c2cccc(OCc3ccccc3)c2)C[C@@H]2CC[C@H]1N2C(=O)NCc1ccc(N(C)C)cc1
(64) COC(=O)C1=C(c2ccc(F)cc2F)C[C@@H]2CC[C@H]1N2C(=O)NCCOc1ccccc1Cl
(65) CC(C)(C)C(=O)O[C@H]1CC[C@@]2(C)C(=CC(=O)C3C2CC[C@]2(C)C(=O)CCC32)C1 (stereo not given in full)
(66) COC(=O)C1=C(c2ccc(C(C)=O)cc2)C[C@@H]2CC[C@H]1N2C(=O)NCCO
(67) COC(=O)C1=C(c2ccc(C(C)=O)cc2)C[C@@H]2CC[C@H]1N2C(=O)NCc1ccco1
(68) C1CCC2CCCCC2C1 (stereo not given)

Screen / compound no.	59	60	61	62	63	64	65	66	67	68
T cell modulator	i	i	i	i	i	i	i	i	i	i
T cell modulator vesicle-bound %	7.9	55.5	30.3	29.3	29.7	53.6	25.4	38.0	36.1	28.9
NTR1 agonist	8.5	-0.5	-0.9	-0.6	0.6	0.6	0.5	0.1	0.5	1.1
NTR1 agonist cell count 20 µM	66	57	44	38	45	46	55	44	57	59
West Nile virus CPE	.	.	.	.	.	.	.	.	.	.
PhoP inhibition	.	.	.	.	.	.	.	.	.	.

Screens as filed in PubChem.

A portion of the library; rates above refer to the full screens.
